HCV core dimer – blocks dimerization of HCV core protein. AID 1899. inhibition, % at 5 µM. 300,000 tested, 0.33% active. TR-FRET GST/Flag-core106 dimerization, 1536-well;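 active = inhibition above the mean of all tested compounds plus 3 SD, set per screening campaign, cut at about 45% in these data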
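Assay system – GST-tagged and Flag-tagged HCV core protein residues 1-106 · Quantity – core106 proteins, GST 13.5 nM and Flag 17 nM · Benchmarks – unlabelled core106 and no-GST-core106 wells · Read-out basis – percent inhibition of core106 dimerization signal · Detection – time-resolved FRET, ex 340 nm, em 617 and 671 nm · Schedule – 4 h at 22.5 °C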
ZTA counter – ZTA (EBV) inhibition in EBNA-1 counter-screen | 320,000 tested, 0.15% active | inhibition, % at 11 µM | ZTA-DNA binding, fluorescence polarization | AID 2234 | P03206; in the data active = inhibition above about 33%
Target sequence (P03206 whole entry, looked up): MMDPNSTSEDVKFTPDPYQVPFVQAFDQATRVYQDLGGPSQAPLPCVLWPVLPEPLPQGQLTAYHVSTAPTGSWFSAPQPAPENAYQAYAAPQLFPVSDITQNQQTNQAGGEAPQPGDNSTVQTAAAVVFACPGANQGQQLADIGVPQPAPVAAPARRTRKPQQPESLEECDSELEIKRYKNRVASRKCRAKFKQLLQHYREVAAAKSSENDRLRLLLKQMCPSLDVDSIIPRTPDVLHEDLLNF
Efflux pump mplx – antifungal efflux pump inhibition, Nile Red retention; S. cerevisiae Candida pump triplex; inhibition, % at 10 µM; 330,000 tested, 0.44% active; AID 485275;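 active = plate passing quality check with inhibition over a set limit, or well fluorescence over plate mean plus 4 SD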;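 note: Nile Red retained in pooled yeast measured as flow cytometry median fluorescence; 0% = buffer negative control and 100% = Enniatin B positive control; higher means more Nile Red kept so more efflux inhibition; some compounds called inactive have numbers as strong as hits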
Fh CTSL1 inh – blocks F. hepatica cathepsin L1 in PFM18AAP counter-screen. recombinant F. hepatica cathepsin L1, Z-Leu-Arg-MCA fluorescence. inhibition, % at 5.96 µM. 300,000 tested, 0.49% active. AID 1906;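 active = inhibition above the mean of all tested compounds plus 3 SD, set per screening campaign, cut at about 17% in these data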;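 note: 0% = plate median of test compound wells and 100% = 1 µM Z-Phe-Ala-diazomethylketone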
TPT1 inhibitor – inhibitors of Candida albicans tRNA 2'-phosphotransferase TPT1 | inhibition, % at 5 µM | recombinant caTPT1, FP RNA substrate dephosphorylation | 300,000 tested, 0.81% active;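 active = inhibition above the mean of all tested compounds plus 3 SD, set per screening campaign, cut at about 24% in these data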;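 note: plate controls were DMSO alone for no effect and ferristatin control at 100 nM for full effect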
PREPL inh – inhibits the human prolyl oligopeptidase-like enzyme; recombinant PREPL, fluorescence polarization activity-based probe; AID 2751; 320,000 tested, 0.68% active; Q4J6C6; inhibition, % at 5.96 µM; in the data active = inhibition above about 43%;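 note: 0% = enzyme with DMSO and 100% = wells lacking enzyme; many of its hits are not listed in these tables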
PP5 primary – PP5 (human) phosphatase inhibition | P53041 | purified PP5c, OMFP substrate fluorescence | inhibition, % at 6.7 µM | 320,000 tested, 0.18% active | AID 1987;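 active = inhibition above the campaign's mean inhibition across all tested compounds plus 3 SD, cut at about 9.5% in these data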;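 note: 0% = DMSO only and 100% = 100 µM cantharidin control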
Target sequence (P53041 whole entry, looked up): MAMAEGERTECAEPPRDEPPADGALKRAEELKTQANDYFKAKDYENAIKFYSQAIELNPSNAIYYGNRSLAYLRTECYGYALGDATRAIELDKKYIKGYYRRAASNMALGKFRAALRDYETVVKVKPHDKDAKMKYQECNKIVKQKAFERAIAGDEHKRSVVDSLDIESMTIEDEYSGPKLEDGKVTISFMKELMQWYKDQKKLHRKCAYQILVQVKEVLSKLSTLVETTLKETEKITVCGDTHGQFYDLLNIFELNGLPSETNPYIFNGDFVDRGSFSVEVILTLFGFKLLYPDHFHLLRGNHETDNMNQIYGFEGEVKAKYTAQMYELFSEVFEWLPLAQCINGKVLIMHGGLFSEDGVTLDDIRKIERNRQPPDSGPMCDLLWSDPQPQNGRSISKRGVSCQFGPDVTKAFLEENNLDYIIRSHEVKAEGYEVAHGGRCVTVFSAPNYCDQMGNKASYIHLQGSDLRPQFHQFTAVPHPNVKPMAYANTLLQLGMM
PP1 inh – PP1-alpha (human) inhibition in PP5 counter-screen; P62136; purified PP1alpha, OMFP fluorescence; inhibition, % at 6.7 µM; 320,000 tested, 0.9% active;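 active = inhibition above the mean inhibition of all tested compounds plus 3 SD, computed separately for each screening campaign, cut at about 15% in these data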
Target sequence (P62136 whole entry, looked up): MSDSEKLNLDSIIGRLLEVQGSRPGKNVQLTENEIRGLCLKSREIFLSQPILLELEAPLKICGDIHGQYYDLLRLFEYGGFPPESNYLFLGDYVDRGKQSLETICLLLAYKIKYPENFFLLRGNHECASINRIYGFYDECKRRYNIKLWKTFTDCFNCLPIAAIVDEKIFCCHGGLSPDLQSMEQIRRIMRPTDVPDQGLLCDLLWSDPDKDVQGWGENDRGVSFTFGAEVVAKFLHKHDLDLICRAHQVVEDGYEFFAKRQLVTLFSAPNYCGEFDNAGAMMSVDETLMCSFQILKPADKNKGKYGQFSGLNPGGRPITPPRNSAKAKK
EBNA-1 inh – blocks EBNA-1 binding to DNA; inhibition, % at 14.8 µM; EBNA-1 DNA binding, fluorescence polarization; 300,000 tested, 0.34% active; in the data active = inhibition above about 28%
The depositor's hits bear a star; nt = not tested or not shown. The list is partial, so the mix of outcomes need not match the whole.

cpd	smiles	HCV core dimer	ZTA counter	Efflux pump mplx	Fh CTSL1 inh	TPT1 inhibitor
1	CCOC(=O)c1ccccc1NC(=O)N[C@@H](C)C(=O)OC	0	-8	0.1	2	0
2	O=C(N=NC(=O)c1ccc2c(O)n(C3CCCCC3)c(O)c2c1)c1cccnc1	3	-19	-4.2	-3	-2
3	CCn1cc([N+](=O)[O-])c(C(=O)Nc2ccc(Br)cn2)n1	1	5	0.1	3	1
4	CCC(C)(C)NC(=O)C(OC(=O)c1ccco1)c1ccccc1F (stereo not drawn)	-2	8	0.0	-40	-1
5	O=C(N/N=C\c1ccc(-c2ccc([N+](=O)[O-])cc2)o1)C1COc2ccccc2O1 (stereo not drawn)	1	-3	0.4	1	22
6	CCc1ccccc1NC(=O)C1CCN(c2cnccn2)CC1	-2	2	0.0	6	1
7	CCOc1ccc(NC(=O)C(C)Oc2ccccc2C(=O)Nc2ccc(C)c(Cl)c2)cc1 (stereo not drawn)	-3	9	0.1	2	1
8	CCOC(=O)c1sc(Nc2ccccc2Cl)nc1C	6	3	0.1	1	-3
9	CC(C)(C)C1CCc2onc(C(=O)N3CCOCC3)c2C1 (stereo not drawn)	0	-6	-0.3	1	-3
10	Cc1ncc(CN2CCN(Cc3ccccc3)C(CCO)C2)s1 (stereo not drawn)	-6	-7	-0.1	2	2
11	COc1ccc(NC(=O)CSc2nc3ccc(Nc4nc(N5CCOCC5)nc(N5CCOCC5)n4)cc3s2)cc1	5	-3	-0.1	2	2
12	COc1ccc(NC(=O)CNS(=O)(=O)c2ccccc2)cc1Cl	8	8	0.0	2	0
13	COc1cc(OC)cc(-n2nc(C(=O)NCCCN3CCOCC3)c3ccccc3c2=O)c1	-5	-18	-0.2	-2	-1
14	CCOC(=O)Nc1ccc(NC(=O)OCC)cc1	-4	-15	0.0	-4	1
15	Cc1ccc2c(CC(=O)N(C)c3c(N)n(Cc4ccccc4)c(=O)[nH]c3=O)coc2c1	5	3	0.2	3	-2

cpd	PREPL inh	PP5 primary	PP1 inh	EBNA-1 inh
1	-3	-0.3	0	5
2	19	3.2	-1	1
3	8	-0.5	4	2
4	-1	1.5	0	3
5	12	1.9	5	4
6	4	-1.0	-2	4
7	2	3.4	1	-2
8	8	1.4	0	-8
9	14	-0.1	-2	-3
10	20	2.5	0	4
11	8	-0.4	-2	-2
12	-11	-1.4	-2	1
13	9	-0.9	-2	-6
14	5	1.6	1	-5
15	8	-1.1	1	-4

The list goes on.
cpd	smiles	HCV core dimer	ZTA counter	Efflux pump mplx	Fh CTSL1 inh	TPT1 inhibitor
16	COc1ccc(N2CSC3=C(C#N)C(c4ccc(OC)c(OC)c4)CC(=O)N3C2)c(OC)c1 (stereo not drawn)	7	9	0.0	-3	10
17	O=C(Nc1ccc(N2CCCCC2)cc1)c1cccnc1	-6	15	-0.1	-1	-4
18	Cc1cc(NC(=O)CS(=O)CC(=O)Nc2c(C)cccc2C)ccc1-n1cnnn1 (stereo not drawn)	-6	5	-0.1	-2	1
19	Cn1c(CCN2CCN(c3ccccn3)CC2)nc2cc(NC(=O)COc3ccc(Cl)cc3)ccc21	7	4	0.0	2	0
20	O=C(CCc1ccccc1)NCC(=O)N/N=C/c1ccc2c(c1)OCO2	-2	1	0.1	5	3
21	CC(C)Cc1nnc(NC(=O)C2CSC3(C)CCC(=O)N23)s1 (stereo not drawn)	3	12	0.0	-9	-3
22	CCOC(=O)c1ccc(S(=O)(=O)N2CCN(C)CC2)cc1	-7	-8	0.1	2	-3
23	O=C(c1cc(-c2ccccc2)nc2ccccc12)N1CCc2ccccc2C1	11	6	-0.5	2	-1
24	O=C(C1CCC(=O)N(C2CCCC2)C1)N1CCC(Oc2ccccc2Cl)CC1 (stereo not drawn)	-2	5	0.0	2	-3
25	COc1ccc(CC(=O)N/N=C(\C)CC(=O)Nc2ccc3c(c2)OCCO3)cc1OC	11	10	0.0	0	0
26	COc1ccc(-c2noc(CN(C)C(=O)c3ccc4c(c3)OCO4)n2)cc1OC	-4	-13	0.1	4	2
27	Cc1cc(C)c2nc(N3CCCC(C(=O)N4CCC(C(N)=O)CC4)C3)sc2c1 (stereo not drawn)	-3	-4	-0.1	-4	-4
28	CCC(CC)C(=O)OCC(=O)NC12CC3CC(CC(C3)C1)C2	5	-11	-0.1	-4	-2
29	COC(=O)c1nn(-c2nc(-c3ccc(OC)c(OC)c3)cc(C(F)(F)F)n2)cc1[N+](=O)[O-]	-3	0	0.1	-4	3
30	COc1ccccc1CN(C)C(=O)C1(c2ccc(Cl)cc2)CC1	-7	7	0.0	1	3

cpd	PREPL inh	PP5 primary	PP1 inh	EBNA-1 inh
16	14	2.4	3	6
17	12	1.8	4	12
18	-9	1.5	1	6
19	32	2.4	1	0
20	5	-1.8	0	-3
21	2	1.5	-5	5
22	9	0.4	-4	-5
23	21	1.4	3	-4
24	32	0.5	-2	4
25	2	-0.7	2	-8
26	5	-0.9	0	-14
27	27	1.0	0	0
28	0	-0.8	0	1
29	-6	-1.3	-4	-3
30	-6	-0.8	3	14

Next part, starting with the last 2 of the part before.
cpd	smiles	HCV core dimer	ZTA counter	Efflux pump mplx	Fh CTSL1 inh	TPT1 inhibitor
29	COC(=O)c1nn(-c2nc(-c3ccc(OC)c(OC)c3)cc(C(F)(F)F)n2)cc1[N+](=O)[O-]	-3	0	0.1	-4	3
30	COc1ccccc1CN(C)C(=O)C1(c2ccc(Cl)cc2)CC1	-7	7	0.0	1	3
31	COc1ccc(/C=C(\NC(=O)c2ccccc2)C(=O)NNC(=O)CCN2CCOCC2)cc1	-5	-13	0.0	3	0
32	CCOC(=O)C1=C(N)Oc2cc(O)ccc2C1c1ccccc1 (stereo not drawn)	-5	-10	0.5	2	0
33	Cc1cc2nc(C)n(CCCNC(=O)Nc3ccc(C#N)cc3)c2cc1C	2	9	-0.1	2	-3
34	COc1ccc(-c2cc(C(=O)OCC(=O)c3cccc([N+](=O)[O-])c3)c3cc(C)ccc3n2)cc1	0	-6	-0.1	1	9
35	CCCc1nnc(NC(=O)CC(=O)Nc2ccccc2C(=O)O)s1	-2	6	0.0	-4	-1
36	O=C1[C@@H]2C(c3ccc(F)cc3)=NO[C@@H]2C(=O)N1Cc1ccccc1	5	10	0.0	1	-2
37	CCOC(=O)C1CCCN(C(=O)/C=C/c2ccc(Cl)cc2)C1 (stereo not drawn)	-1	-4	0.6	1	4
38	CC1=Nc2ccc(C)cc2N(Cc2ccccc2)C(=O)C1	9	0	-0.1	-3	-1
39	CCc1cccc(NC(=O)COC(=O)/C=C/c2cccs2)c1	0	6	-0.1	-7	-1
40	Cn1c(=O)c(=O)n(C)c2cc(S(=O)(=O)NCc3ccc(Cl)cc3)ccc21	-3	8	-0.1	4	2
41	NC(=S)N/N=C/c1ccc2c(c1)OCCO2	1	-6	-0.1	0	0
42	COc1cccc(NC(=O)CN(C)C(=O)/C=C/c2cn(-c3ccccc3)nc2-c2ccc(C)cc2)c1	5	3	0.1	0	-2
43	Cn1ncc(Cl)c(Oc2ccccc2)c1=O	-1	-12	0.2	4	3
44	O=c1cc(Cl)[nH]c(=O)n1Cc1ccccc1	-3	3	0.0	-2	-1
45	Cc1cc(=O)n(C)c(=O)n1CCCCCCN1CCCC1	-5	-11	0.1	-4	-2

cpd	PREPL inh	PP5 primary	PP1 inh	EBNA-1 inh
29	-6	-1.3	-4	-3
30	-6	-0.8	3	14
31	13	-1.9	-4	4
32	2	6.8	2	-7
33	0	0.7	-1	-4
34	6	1.3	-1	2
35	-6	-1.6	-7	2
36	-3	0.3	-4	2
37	8	3.9	2	-2
38	-5	-0.4	0	10
39	3	-0.1	-1	-2
40	5	-0.3	-2	-4
41	6	-1.5	0	-2
42	-28	2.5	-3	2
43	7	0.5	-3	5
44	4	0.2	1	12
45	15	-1.7	3	-11

A draw from above in order of length of the SMILES, descending:
cpd	smiles	HCV core dimer	ZTA counter	Efflux pump mplx	Fh CTSL1 inh	TPT1 inhibitor
34	COc1ccc(-c2cc(C(=O)OCC(=O)c3cccc([N+](=O)[O-])c3)c3cc(C)ccc3n2)cc1	0	-6	-0.1	1	9
31	COc1ccc(/C=C(\NC(=O)c2ccccc2)C(=O)NNC(=O)CCN2CCOCC2)cc1	-5	-13	0.0	3	0
36	O=C1[C@@H]2C(c3ccc(F)cc3)=NO[C@@H]2C(=O)N1Cc1ccccc1	5	10	0.0	1	-2
33	Cc1cc2nc(C)n(CCCNC(=O)Nc3ccc(C#N)cc3)c2cc1C	2	9	-0.1	2	-3
37	CCOC(=O)C1CCCN(C(=O)/C=C/c2ccc(Cl)cc2)C1 (stereo not drawn)	-1	-4	0.6	1	4
41	NC(=S)N/N=C/c1ccc2c(c1)OCCO2	1	-6	-0.1	0	0

cpd	PREPL inh	PP5 primary	PP1 inh	EBNA-1 inh
34	6	1.3	-1	2
31	13	-1.9	-4	4
36	-3	0.3	-4	2
33	0	0.7	-1	-4
37	8	3.9	2	-2
41	6	-1.5	0	-2

Next results.
cpd	smiles	HCV core dimer	ZTA counter	Efflux pump mplx	Fh CTSL1 inh	TPT1 inhibitor
46	CCOC(=O)Cc1c(C)c2c(C)[nH]nc2oc1=O	-3	4	-0.1	2	0
47	O=C(NCC(c1ccco1)N1CCOCC1)c1ccc(F)cc1 (stereo not drawn)	-1	10	0.0	-1	0
48	CCc1cc(C(=O)N2CCN(c3ccccc3OC)CC2)sc1C	4	4	0.2	0	-1
49	COC(=O)c1cc(OC)c(OC)cc1-n1cnc2cc(OC)c(OC)cc2c1=O	4	2	0.2	-2	3
50	Cc1nn(C)c(C)c1NC(=O)COc1ccc(Cl)cc1	nt	-1	0.2	nt	nt
51	COc1ccc(OC)c(C2Nc3nc4ccccc4n3C(C)=C2C(=O)Nc2ccc(C)cc2C)c1 (stereo not drawn)	1	-5	0.7	5	-2
52	O=C(C1CCC1)N1CCc2cc(S(=O)(=O)N3CCN(c4ccccn4)CC3)ccc21	20	10	0.3	2	17
53	CCOC(=O)CN(C(=O)CNC(=O)c1cccs1)C(C(=O)NC1CCCC1)c1ccncc1 (stereo not drawn)	1	-17	0.0	-4	0
54	Cc1ccc(C)c(C(=O)N2CCC(n3nccc3NC(=O)C3CC3)CC2)c1	-6	12	-0.1	-2	2
55	Cc1cc(C(=O)Cn2cncn2)c(C)n1CCc1ccc(F)cc1	6	3	0.0	2	-3
56	O=c1c(C=NCc2cccnc2)c(C(F)(F)F)[nH]n1-c1nc2ccccc2s1	5	6	-0.2	4	2
57	CC1=CCC2C(=O)N(c3ccc4ccccc4n3)C(=O)C2C1 (stereo not drawn)	4	4	-0.1	-1	-6
58	COCCCNC(=O)c1ccccc1Oc1ccccc1	-1	-14	-0.2	0	0
59	CCOc1ccccc1N1CCN(CC(=O)Nc2nnc(CC)s2)CC1	1	1	-0.1	-6	3
60	COCC(=O)NCCc1nc2ccccc2[nH]1	-15	-8	0.0	2	0

cpd	PREPL inh	PP5 primary	PP1 inh	EBNA-1 inh
46	-2	-1.5	-2	1
47	0	0.6	-3	-4
48	1	1.8	-2	1
49	15	4.9	-2	-11
50	0	0.9	-2	nt
51	12	0.6	2	7
52	-41	2.1	0	-10
53	-1	0.4	2	11
54	5	-0.1	-7	8
55	9	-0.1	4	2
56	-6	0.1	5	7
57	16	-1.2	-2	13
58	4	1.4	1	-2
59	-1	-1.7	-2	-5
60	8	-3.5	-2	1
